Screening data from PubChem.
PAFAH2 inh: PAFAH2 (human) inhibition; Q99487; recombinant PAFAH2, FP-rhodamine activity probe, fluorescence polarization; hit rate 0.99% among 340,000; inhibition, % at 3.39 µM;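 active means inhibition above the mean over all tested compounds plus 3 SD, cut at about 30% in these data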;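 further: inhibitors block probe labeling of enzyme so polarization drops; 0% = enzyme with DMSO and 100% = wells lacking PAFAH2 protein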
PAFAH1B2 inh: PAFAH1B2 (human) inhibition; recombinant PAFAH1B2, FP-rhodamine activity probe, fluorescence polarization; inhibition, % at 3.39 µM; hit rate 1.2% among 340,000; AID 492953;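 active means inhibition above the mean of all tested compounds plus 3 SD, cut at about 24% in these data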;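 further: 0% = enzyme with DMSO and 100% = wells lacking PAFAH1B2; many of its hits are not listed in these tables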
LYPLA2 inh: LYPLA2 (human) inhibition in PME1 counter-screen; recombinant LYPLA2, FP-Rh probe fluorescence polarization; inhibition, % at 5.9 µM; hit rate 0.38% among 320,000;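 active means inhibition above the screen-wide mean plus 3 SD, limit set per campaign, cut at about 26% in these data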;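 further: 0% = LYPLA2 with DMSO and 100% = wells lacking LYPLA2 enzyme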
Target sequence (O95372 whole entry, looked up): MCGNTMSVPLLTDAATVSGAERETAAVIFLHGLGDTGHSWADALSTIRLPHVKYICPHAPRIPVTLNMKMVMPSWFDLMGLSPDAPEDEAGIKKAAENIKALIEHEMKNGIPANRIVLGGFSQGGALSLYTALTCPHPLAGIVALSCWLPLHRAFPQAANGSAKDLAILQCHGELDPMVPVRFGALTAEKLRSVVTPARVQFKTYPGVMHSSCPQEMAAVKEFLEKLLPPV
LYPLA1 counter: counter-screen for PME1 inhibitors: inhibitors of human LYPLA1 | O75608 | recombinant LYPLA1, FP-Rh probe fluorescence polarization | inhibition, % at 5.9 µM | hit rate 0.16% among 320,000 | AID 2174;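 active means inhibition above the mean of all tested compounds plus 3 SD, set per campaign, cut at about 14% in these data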;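 further: inhibitors block serine hydrolase probe labeling of LYPLA1 so polarization falls; 0% = enzyme with DMSO and 100% = wells lacking LYPLA1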
PAD4 FP inh: blocks human protein arginine deiminase 4. Q9UM07. recombinant PAD4, RCA probe fluorescence polarization. inhibition, % at 6.36 µM. hit rate 0.41% among 330,000. AID 485272;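 active means percent inhibition above a cutoff equal to the mean of all tested compounds plus 3 SD, cut at about 15% in these data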;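 further: 0% = PAD4 with RCA probe and DMSO and 100% = probe without PAD4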
PAFAH1B3 FP inh: blocks human PAF acetylhydrolase 1B catalytic subunit 3; Q15102; recombinant PAFAH1B3, FP-rhodamine probe, fluorescence polarization; inhibition, % at 3.39 µM; hit rate 0.28% among 340,000;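 active means inhibition above the screen-wide average of all tested compounds plus 3 SD, cut at about 25% in these data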;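 further: 0% = enzyme with DMSO only and 100% = wells lacking PAFAH1B3 protein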
Target sequence (Q15102 whole entry, looked up): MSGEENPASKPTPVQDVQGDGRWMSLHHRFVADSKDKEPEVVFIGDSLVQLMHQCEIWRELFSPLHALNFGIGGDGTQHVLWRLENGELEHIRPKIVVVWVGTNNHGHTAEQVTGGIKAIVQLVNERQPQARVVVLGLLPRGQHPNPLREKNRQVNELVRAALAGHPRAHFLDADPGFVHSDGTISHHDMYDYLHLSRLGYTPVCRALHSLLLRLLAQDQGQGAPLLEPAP
PREPL inhibitor: human PREPL enzyme inhibition. Q4J6C6. AID 2751. hit rate 0.68% among 320,000. inhibition, % at 5.96 µM. recombinant PREPL, fluorescence polarization activity-based probe; in the data active means inhibition above about 43%;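 further: 0% = enzyme with DMSO and 100% = wells lacking enzyme; many of its hits are not listed in these tables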
GSTO1 counter: blocks human GSTO1 in RBBP9 counter-screen; inhibition, % at 5.96 µM; hit rate 1.1% among 300,000; recombinant GSTO1, activity-based probe fluorescence polarization;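 active means inhibition above the campaign mean inhibition plus 3 SD, cut at about 35% in these data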;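 further: 0% = GSTO1-1 with DMSO and 100% = wells lacking GSTO1-1 enzyme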
pPAFAH inh: inhibitors of human plasma PAF acetylhydrolase (pPAFAH); Q13093; recombinant pPAFAH, FP-rhodamine probe fluorescence polarization; inhibition, % at 3.39 µM; AID 463082; hit rate 1.5% among 330,000;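 active means inhibition above the mean inhibition across the screen plus 3 SD, cut at about 25% in these data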;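 further: inhibitors block binding of the rhodamine activity-based probe so polarization drops; 0% = enzyme with DMSO and 100% = wells lacking pPAFAH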
Target sequence (Q13093 whole entry, looked up): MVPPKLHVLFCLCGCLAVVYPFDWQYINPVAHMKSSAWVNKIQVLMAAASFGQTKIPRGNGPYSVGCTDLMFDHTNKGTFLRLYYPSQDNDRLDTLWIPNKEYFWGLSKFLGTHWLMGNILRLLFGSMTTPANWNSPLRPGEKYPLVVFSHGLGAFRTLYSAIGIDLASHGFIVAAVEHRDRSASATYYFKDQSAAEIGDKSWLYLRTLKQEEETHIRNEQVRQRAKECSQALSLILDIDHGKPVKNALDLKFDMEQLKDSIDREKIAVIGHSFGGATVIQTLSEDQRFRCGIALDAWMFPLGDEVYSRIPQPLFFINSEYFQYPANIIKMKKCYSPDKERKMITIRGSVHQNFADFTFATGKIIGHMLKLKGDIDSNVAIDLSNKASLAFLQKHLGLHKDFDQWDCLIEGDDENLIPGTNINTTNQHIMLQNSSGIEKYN
An asterisk follows results filed as active; · = not tested or not shown. Not all compounds are listed; the hit share may differ from the screen's.

SMILES	PAFAH2 inh	PAFAH1B2 inh	LYPLA2 inh	LYPLA1 counter	PAD4 FP inh	PAFAH1B3 FP inh	PREPL inhibitor	GSTO1 counter	pPAFAH inh
Cc1ccc(OCC(=O)NCC(=O)n2nc(C)cc2C)cc1	2.4	5.3	4.7	0.2	1.4	10.0	3.0	0.8	7.0
COc1cc(/C=N/NC(=O)c2cccc3ccccc23)cc(OC)c1OC	9.3	2.1	-1.4	-0.5	-3.0	14.3	-7.2	-3.4	3.6
CCSC1=N/C(=C\c2ccc(C(=O)O)cc2)C(=O)S1	31.2*	-0.3	-1.5	-0.9	-4.0	11.5	-5.0	-11.0	2.3
CCOC(=O)/C(=N\Nc1cc(Cl)ccc1Cl)N1CCOCC1	2.6	4.0	-2.0	0.2	2.1	-3.8	8.7	-0.1	-4.6
CCc1cccc(CC)c1N(COC)C(=O)Cn1c(CO)nc2ccccc21	0.3	3.3	6.3	-1.1	-2.5	5.1	-4.6	-7.3	6.8
CC(=O)NCC(=O)NC1CCCc2c1cnn2-c1ccccc1F (configuration not stated)	-4.1	3.5	-0.7	0.0	-3.3	6.1	-4.5	-1.9	-1.0
COc1ccc(NC(=O)N2CC(C)OC(C)C2)cc1OC (configuration not stated)	-0.5	0.6	-0.7	-0.9	-0.1	-2.7	2.6	-0.2	2.1
Cc1ccc2[nH]c3c(c2c1)CN(C(=O)CN1CCN(C(=O)c2ccco2)CC1)CC3	·	·	-4.1	-0.6	-9.7	·	14.9	7.2	2.0
Cc1nc(SCC(=O)N(CC(C)C)C2CCS(=O)(=O)C2)c2ccccc2n1 (configuration not stated)	-0.9	2.7	-1.5	1.5	10.0	-1.1	19.0	·	-7.7
CC(=Nc1ccccc1)C1=C(O)CCCC1=O	8.4	-2.2	-5.9	-1.3	0.2	-0.3	-4.9	3.7	4.7
Nc1ccc2oc(-c3ccc4nc[nH]c4c3)nc2c1	0.3	1.7	-2.2	-0.5	-3.1	-6.8	10.5	-9.6	5.3
Cc1ccc(NC(=O)CN(C)C(=O)CCOc2ccccc2C)cc1	-8.9	-2.4	1.6	-3.6	-1.8	10.7	-5.0	-2.3	4.5
CC(=O)c1ccc(S(=O)(=O)N2CCN(CC(=O)Nc3ccccc3C(=O)NC3CC3)CC2)cc1	1.1	-2.6	6.9	1.1	3.3	3.7	6.9	·	-0.1
CCN(CC)C(=O)CN(c1cccc([N+](=O)[O-])c1)S(=O)(=O)c1ccccc1	1.1	4.4	-1.7	-1.4	-0.5	6.0	0.8	-6.4	3.4
Cc1cc(NC(=O)C2CCC2)n(-c2ccccn2)n1	5.8	2.6	0.1	-2.5	1.0	-2.0	-1.3	-3.8	2.8
CCc1ccccc1-n1c(SCC(=O)N2CCCC2)nc2[nH]ncc2c1=O	6.0	5.5	-0.1	1.3	-0.1	5.1	1.0	6.3	4.1
COc1ccccc1NS(=O)(=O)c1cccc(NC(=O)Nc2ccc(Cl)cc2)c1	-93.9	-42.8	-182.9	-83.0	-13.2	-89.3	-1.7	-86.9	-51.8
CCOc1ccc(C2CC(=O)NC(SCC(=O)OC)=C2C#N)cc1 (configuration not stated)	-0.6	1.1	2.7	-1.0	2.1	11.0	-2.4	3.5	-5.2
Cc1c(C(=O)O)oc2c1/C(=N\O)CCC2	-6.2	-1.5	1.0	-0.8	-1.7	-7.7	-0.6	-0.7	-1.9
COC(=O)c1cc(-c2ccccc2)n[nH]1	-4.2	-4.1	4.7	-0.2	-1.6	-1.3	-0.2	5.8	5.1

Single records (already shown). Order of values: PAFAH2 inh, PAFAH1B2 inh, LYPLA2 inh, LYPLA1 counter, PAD4 FP inh, PAFAH1B3 FP inh, PREPL inhibitor, GSTO1 counter, pPAFAH inh
Cc1nc(SCC(=O)N(CC(C)C)C2CCS(=O)(=O)C2)c2ccccc2n1 (configuration not stated) is listed with -0.9, 2.7, -1.5, 1.5, 10.0, -1.1, 19.0, ·, -7.7
CCN(CC)C(=O)CN(c1cccc([N+](=O)[O-])c1)S(=O)(=O)c1ccccc1 is listed with 1.1, 4.4, -1.7, -1.4, -0.5, 6.0, 0.8, -6.4, 3.4

New compounds follow.
SMILES	PAFAH2 inh	PAFAH1B2 inh	LYPLA2 inh	LYPLA1 counter	PAD4 FP inh	PAFAH1B3 FP inh	PREPL inhibitor	GSTO1 counter	pPAFAH inh
Cc1ccc(S(=O)(=O)N2CCC(C(=O)NCCCN3CCCCCC3)CC2)cc1	-4.7	0.9	-5.6	-2.5	0.7	9.1	28.0	1.6	3.6
COc1cccc(NC(=S)N2C3CCCC2CC(NC(=O)C2CC2)C3)c1 (configuration not stated)	6.3	1.0	-8.1	-4.9	-3.1	4.3	16.2	14.4	-5.5
Cc1cccc(N(C)S(=O)(=O)c2ccc(-c3cc(C)no3)s2)c1	5.1	2.8	10.2	-0.5	0.8	-1.4	-32.5	-1.6	1.5
COc1ccc2cc(C(=O)C3CCCN(C(=O)c4cnccn4)C3)ccc2c1 (configuration not stated)	0.1	6.0	1.8	-1.8	1.8	-2.6	37.3	0.1	3.0
CSC1=NCCN1S(=O)(=O)c1ccc(Cl)cc1	-2.0	-2.1	4.4	4.6	-0.7	-0.8	0.8	9.6	-5.8
CC(Sc1nnc(-c2ccccc2Br)o1)C(=O)N1CCOCC1 (configuration not stated)	1.0	6.9	7.0	-2.1	1.3	-0.9	-2.1	3.5	0.8
O=C(Nc1nc2c(Br)cc(Br)cc2c(=O)s1)C1CCC1	-0.5	1.5	-1.9	2.3	9.6	8.1	-1.4	0.9	-4.0
Cc1ccc(N(Cc2cc3ccccc3[nH]c2=O)C(=O)c2ccco2)c(C)c1	-2.5	6.6	6.1	1.9	0.1	1.5	3.7	12.5	1.1
CC(=O)N1c2ccc(S(=O)(=O)N3CCC(C(=O)N4CCN(c5cccc(C(F)(F)F)c5)CC4)CC3)cc2CC1C (configuration not stated)	0.5	4.3	15.4	-3.5	1.4	1.1	16.1	-4.1	4.3
CCOC(=O)C1=C(C)Nc2nc(C)nn2C1c1ccc(C)cc1 (configuration not stated)	-3.0	-3.7	0.3	-1.8	0.7	7.2	5.0	-1.7	-0.2
O=C(CCCN1C(=O)C2CC=CCC2C1=O)Nc1cccc(F)c1 (configuration not stated)	-2.9	-0.2	1.5	-2.6	-3.1	4.9	-1.0	-8.7	3.0
CC(C)Oc1ccc(CNC(=S)N/N=C/c2ccc([N+](=O)[O-])cc2)cc1	3.9	7.6	-8.2	11.2	-3.0	9.7	3.8	-3.8	0.5
C/C(Cn1cnc([N+](=O)[O-])n1)=N/NC(=O)COc1ccccc1Cl	6.0	2.7	1.3	-1.0	-0.2	5.3	9.1	7.6	2.8
Cc1cccc(NC(=O)CNC(=O)c2cccs2)n1	2.0	2.0	-8.4	-0.8	-9.0	9.8	-1.3	0.6	3.8
O=C(Nc1ccccc1Cl)C1CCCN(S(=O)(=O)c2cccc3cccnc23)C1 (configuration not stated)	2.9	1.3	6.7	0.8	5.0	8.9	2.8	1.5	6.0
COc1ccc(CNc2ncnc3cc(Cl)ccc23)cc1	-3.1	6.3	0.1	-1.9	-6.6	8.6	1.5	-8.8	1.8
CC(=O)Nc1ccc(-c2csc(Nc3ccc(Cl)cn3)n2)cc1	1.4	5.1	4.3	1.1	-1.1	10.3	-13.4	0.4	4.1
CN(CC(=O)NC(=O)NC1CCCCC1)Cc1ccccc1	-4.3	5.1	1.1	2.1	2.4	4.1	8.9	·	-1.0
S=C(NCc1ccco1)Nc1ccc(Cl)c(Cl)c1	-12.8	-0.7	-8.5	-11.0	3.0	10.4	3.3	-6.2	5.1
CCc1nc2cc(C)nn2c2nc3ccccc3n12	10.1	-0.5	2.5	-1.0	-4.3	4.3	13.3	-2.8	-7.8
O=C(CSc1nnc(-c2ccncc2)o1)NCc1ccccc1Cl	-1.3	1.2	0.6	-1.8	-3.2	5.8	5.4	3.0	4.7
CC(=O)Nc1ccc(OCCOc2ccc(/C=C3/C(=N)N4C=CSC4=NC3=O)cc2)cc1	3.0	1.2	-5.0	-5.1	-2.6	1.6	-5.5	11.0	-0.8
CSC1=C(C#N)C(c2ccccc2C)C(C#N)=C(N)N1 (configuration not stated)	2.8	7.1	5.0	-0.2	0.5	-0.2	-0.3	2.7	0.2
CN(C)c1ccc(NC(=O)COC(=O)c2ccc3c(c2)OCO3)cc1	31.9*	-2.1	·	·	2.4	-1.3	15.4	·	10.6
COCCn1c(=NC(=O)C2COc3ccccc3O2)sc2cc(S(N)(=O)=O)ccc21 (configuration not stated)	0.2	2.8	-8.0	-3.9	-0.3	1.1	13.7	3.8	-1.0
N#CCc1ccc(C(=O)c2ccccc2F)s1	3.4	-3.2	7.5	-0.1	-14.4	0.3	7.3	-4.8	24.6
CC(C)NC(=S)N=Nc1c(O)[nH]c2ccc([N+](=O)[O-])cc12	11.7	8.1	4.6	1.6	-3.8	12.0	18.4	32.8	13.4
CCCCC1=C(C(=O)OCC)C(C(=O)OCC)Oc2ccccc21 (configuration not stated)	4.9	5.5	·	·	7.2	7.1	·	·	-0.4
CC(=O)c1sc(N/N=C\c2ccc(Br)cc2)nc1C	-1.0	3.4	-4.5	-2.4	1.2	10.3	18.6	0.7	6.4
N#CCCSCc1ccc(C(=O)O)o1	4.6	2.1	1.5	-1.9	-1.8	3.5	-0.6	0.1	-3.0
Cc1noc(NS(=O)(=O)c2ccc(NC(=O)c3ccc(F)cc3)cc2)c1C	-6.5	7.5	·	·	-0.9	11.3	7.8	·	0.8
O=C(OC[C@H]1O[C@@H](OC(=O)c2cc(O)c(O)c(OC(=O)c3cc(O)c(O)c(O)c3)c2)[C@H](OC(=O)c2cc(O)c(O)c(OC(=O)c3cc(O)c(O)c(O)c3)c2)[C@@H](OC(=O)c2cc(O)c(O)c(OC(=O)c3cc(O)c(O)c(O)c3)c2)[C@@H]1OC(=O)c1cc(O)c(O)c(OC(=O)c2cc(O)c(O)c(O)c2)c1)c1cc(O)c(O)c(OC(=O)c2cc(O)c(O)c(O)c2)c1	·	·	17.4	-0.5	-55.1	·	104.2*	34.7	70.2*
Cc1nn(C)cc1NC(=O)c1cc2nc(-c3ccco3)cc(C(F)(F)F)n2n1	-3.2	-2.5	0.7	-1.4	3.3	5.5	-2.3	-2.6	-2.3
Cc1nc2ccccc2n1CC(=O)N/N=C\c1ccccn1	1.3	12.1	0.3	0.3	-3.6	5.8	-1.4	4.1	4.2
Cc1cccc(N2CCN(C(=O)Cn3cccc3)CC2)c1C	14.6	5.2	-6.9	-6.4	0.2	4.7	21.6	3.9	-0.7
NS(=O)(=O)c1ccc(CNC(=O)CNC(=O)c2ccc(F)cc2)cc1	-1.6	2.7	4.4	5.7	-1.8	2.4	10.6	5.9	-1.1
CCCC[C@@H]1C=C(C(=O)O)[C@H](c2ccc(C)cc2)N1S(=O)(=O)c1ccc(C)cc1	15.3	2.4	·	·	3.0	3.3	4.9	·	6.3
COc1ccc(C2CC(c3ccccc3)=NN2c2ccc(N)cc2)cc1 (configuration not stated)	5.3	6.0	3.7	3.8	-10.2	-1.9	12.2	4.3	25.8*
CC1=C(C(=O)N2CCOCC2)C(c2ccsc2)C2=C(CCCC2=O)N1 (configuration not stated)	-1.7	4.9	3.4	-3.0	1.3	-1.8	2.0	10.3	3.1
COc1cccc(OCC(O)CN2CCC(C)CC2)c1 (configuration not stated)	6.2	5.3	4.3	-0.9	4.6	11.1	7.2	-3.1	5.0
O=C(CSc1nc(=O)n2ccccc2n1)NC1CCCCC1	-0.2	7.7	3.1	3.0	1.6	14.7	19.8	-5.6	-1.7
CCOC(=O)N1CCN(C(=O)COC(=O)c2cc(Cl)cc(Cl)c2)CC1	-2.3	0.8	·	·	3.0	8.3	4.3	·	4.7
COCCN(Cc1cc2cccc(C)c2[nH]c1=O)C(=O)c1ccccc1	1.9	1.3	-6.3	-3.8	1.7	-4.8	-9.0	5.0	2.1
